# ANO1 activ: TMEM16A chloride channel activators or potentiators, primary screen, cell-based, HTS | Anoctamin-1 (Mus musculus), Q8BHY3 | HEK293 TMEM16A/YFP-H148Q/I152L, iodide quench fluorescence; hits give low values | B-score at 10 µM | actives 0.3% (n = 340,000) | AID 623877, 2012;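 active means fluorescence-ratio B-score plate-corrected deviation score at least 3 library SD below zero, with starting fluorescence score within 5 deviations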;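 further: channel opened by trigger with iodide after compound preincubation; score built on the fluorescence ratio of max minus min over baseline; more negative score means more quench and so TMEM16A activation or potentiation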
# TRPC4 inh: inhibitors of mouse TRPC4 channel, primary screen, Fluo4 calcium, HEK293 TRPC4beta/mu-opioid cells; B-score at 10 µM; Short transient receptor potential channel 4 (Mus musculus), Q9QUQ5; DAMGO-evoked Fluo4 calcium flux; hits give low values; actives 0.39% (n = 300,000); AID 2247, 2010;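 active means B-score over 3 SD under the library average, no early fluorescence shift, positive overall ratio signal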
#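 Assay system: HEK293 cells with stable TRPC4beta plus mu-opioid receptor expression; Probe or stimulus: DAMGO in two steps, submaximal then maximal; Dosing: single-point compound dosing; Measured by: Fluo4 calcium-dye fluorescence, kinetic read; Read-out basis: B score from integrated Fluo4 fluorescence ratio.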
# MrgX1 antag: antagonists of human MrgX1 receptor, primary screen, HEK293 cells, Fluo-4 calcium flux | B-score at 10 µM | AID 588676, 2011 | Mas-related G-protein coupled receptor member X1 (Homo sapiens), Q96LB2 | BAM8-22 antagonism; hits give low values | actives 1.3% (n = 310,000);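 active means calcium-response B-score plate-corrected more than 3 library SD below zero, starting fluorescence within 5 deviations, no agonist response on first addition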;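 further: peak minus trough fluorescence over baseline after final BAM8-22 challenge near maximal dose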
# ANO1 block: TMEM16A chloride channel inhibitors, primary screen, cell-based, HTS; Anoctamin-1 (Mus musculus), Q8BHY3; HEK293 TMEM16A/YFP iodide influx fluorescence, ionomycin; normalized B-score (activity score, 25-100; higher = stronger inhibition) at 10 µM; actives 1.2% (n = 310,000); AID 588511, 2011;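 active means ratio plate-corrected score three or more library SD toward inhibition, starting fluorescence score within five deviations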;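 further: score derived from kinetic fluorescence span divided by baseline fluorescence per well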
# RGS4 block: RGS4 inhibitors, primary screen, cell-based, HEK293 M3R inducible RGS4, calcium flux; Fluo-4 calcium flux; hits give high values; triggered by carbachol at its EC20; Regulator of G-protein signaling 4 (Homo sapiens), P49798; actives 0.45% (n = 310,000); AID 463165, 2010; B-score at 10 µM;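 active means B-score, a plate-corrected calcium signal, over three deviations above library mean, with baseline fluorescence within five deviations of library mean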;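 further: RGS4 expression induced by doxycycline in cells with stable M3 receptor; B-score is computed from the integrated fluorescence ratio over baseline after carbachol; higher B-score means a larger calcium signal and so more RGS4 inhibition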
# TRPC4 potent: positive allosteric modulators of TRPC4, primary screen, cell-based, mouse TRPC4beta, HEK293 mu-opioid, Fluo-4 calcium; Short transient receptor potential channel 4 (Mus musculus), Q9QUQ5; DAMGO EC20, Fluo-4 Ca2+ flux; hits give high values; B-score at 10 µM; actives 0.42% (n = 310,000); AID 2227, 2009;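 active means B-score of calcium response area above 5 SD of library B-scores, with initial fluorescence ratio within 5 SD of library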;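 further: B-score of integrated fluorescence ratio over time as area under calcium response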
# TRPC6 inhibitor: mouse TRPC6 channel inhibitors, primary screen, cell-based, HEK293, membrane potential dye; Short transient receptor potential channel 6 (Mus musculus), Q61143; ACh-evoked depolarization; hits give low values; B-score at 10 µM; actives 1.1% (n = 310,000);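 active means B-score under library mean minus 3 SD, initial fluorescence not abnormally high, positive integrated signal ratio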;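 further: B-score derived from integrated fluorescence ratio over the kinetic read; more negative B-score means stronger inhibition of depolarization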
# Target sequence (Q61143 whole entry, looked up): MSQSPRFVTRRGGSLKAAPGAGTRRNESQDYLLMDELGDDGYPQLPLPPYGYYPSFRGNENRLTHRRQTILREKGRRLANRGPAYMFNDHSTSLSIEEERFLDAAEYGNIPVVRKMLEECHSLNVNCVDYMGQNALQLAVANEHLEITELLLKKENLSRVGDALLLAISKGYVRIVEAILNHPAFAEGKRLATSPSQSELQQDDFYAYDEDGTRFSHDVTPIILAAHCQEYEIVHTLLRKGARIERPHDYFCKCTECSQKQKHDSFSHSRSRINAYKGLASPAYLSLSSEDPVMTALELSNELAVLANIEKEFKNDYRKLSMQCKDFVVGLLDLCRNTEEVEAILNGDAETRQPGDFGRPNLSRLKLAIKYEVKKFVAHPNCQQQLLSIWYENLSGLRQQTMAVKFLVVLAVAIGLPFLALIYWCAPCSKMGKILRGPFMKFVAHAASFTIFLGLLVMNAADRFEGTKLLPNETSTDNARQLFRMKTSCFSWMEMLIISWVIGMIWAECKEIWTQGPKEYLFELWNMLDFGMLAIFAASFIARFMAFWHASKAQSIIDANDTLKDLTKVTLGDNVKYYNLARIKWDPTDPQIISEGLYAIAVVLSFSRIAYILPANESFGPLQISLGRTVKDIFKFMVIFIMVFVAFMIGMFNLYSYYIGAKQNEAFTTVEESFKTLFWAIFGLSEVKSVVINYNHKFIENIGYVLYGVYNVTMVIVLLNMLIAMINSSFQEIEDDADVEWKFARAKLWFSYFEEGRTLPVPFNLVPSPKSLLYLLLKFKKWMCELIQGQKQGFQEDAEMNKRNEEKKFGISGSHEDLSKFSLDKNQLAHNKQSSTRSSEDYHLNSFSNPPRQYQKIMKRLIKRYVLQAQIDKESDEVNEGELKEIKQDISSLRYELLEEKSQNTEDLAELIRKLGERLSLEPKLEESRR
# TRPC6 activator: mouse TRPC6 channel activators, primary screen, cell-based, HEK293, membrane potential dye | Short transient receptor potential channel 6 (Mus musculus), Q61143 | HEK293-TRPC6 membrane potential dye fluorescence; hits give high values | B-score at 10 µM | actives 0.13% (n = 310,000);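 active means B-score of the integrated fluorescence ratio above library mean plus 3 SD, and starting fluorescence ratio within library mean plus 5 SD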;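 further: higher score means more depolarization so channel activation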
# MrgX1 ag: agonists of human MrgX1 receptor, primary screen, HEK293 cells, Fluo-4 calcium flux. Fluo-4 calcium fluorescence, agonist mode; hits give high values. B-score at 10 µM. actives 0.44% (n = 310,000). AID 588627, 2011;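 active means calcium response B-score plate-corrected fluorescence ratio at least 3 library SD, with starting fluorescence B-score inside 5 SD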
#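 System – MrgX1-expressing HEK293 cells · Incubation – cells plated overnight, dye loaded 0.5 h 37 °C, 0.5 h room temperature · Technique – kinetic Fluo-4 NW fluorescence of intracellular calcium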
# TRPC4 act: activators of mouse TRPC4 channel, primary screen, Fluo4 calcium, HEK293 TRPC4beta/mu-opioid cells; Short transient receptor potential channel 4 (Mus musculus), Q9QUQ5; Fluo4 calcium fluorescence; hits give high values; B-score at 10 µM; actives 0.49% (n = 310,000); AID 2237, 2010;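 active means B-score above 5 SD of library B-scores, and initial fluorescence ratio not above library mean plus 5 SD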;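 further: positive B-score marks a calcium rise read as TRPC4 activation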
#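 Material: TRPC4beta and mu-opioid receptor HEK293 stable cells | Incubation: 45 min room-temperature Fluo4 loading, 110 s read | Detection: Kinetic Fluo4 calcium fluorescence | Measure: Integrated baseline-normalised fluorescence ratio, converted to per-well B score | Benchmarks: Low control buffer alone, high control maximal DAMGO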
# MrgX1 allo act: positive allosteric modulators of MrgX1, primary screen, HEK293 cells, Fluo-4 calcium flux; Mas-related G-protein coupled receptor member X1 (Homo sapiens), Q96LB2; FDSS; hits give high values; B-score at 10 µM; actives 0.63% (n = 310,000);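 active means plate-corrected calcium response at least 3 library SD above typical, normal starting fluorescence, not activating the receptor alone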;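 further: compound read alongside a low EC10 to EC30 dose of BAM8-22 agonist; peak minus trough fluorescence over baseline measured at the second addition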
# * = called active by the depositor; i = inactive; nt = no result given. Compounds were not picked by outcome; overall some 5.8% were active at least once.
SMILES,ANO1 activ,TRPC4 inh,MrgX1 antag,ANO1 block,RGS4 block,TRPC4 potent,TRPC6 inhibitor,TRPC6 activator,MrgX1 ag,TRPC4 act,MrgX1 allo act
CCC(Sc1nc2c(cnn2-c2ccccc2)c(=O)[nH]1)C(=O)OC (stereo not given),i,i,-5.15*,i,i,i,i,i,i,i,i
CC1=CC(c2ccccc2)n2nc(N3C(=O)CCC3=O)nc2N1 (stereo not given),i,i,i,i,i,i,i,i,i,i,i
CCN(CC)S(=O)(=O)c1cccc(C(=O)Oc2cccnc2)c1,nt,i,i,i,i,i,i,i,i,i,i
CC(C)C1(C)C(=O)N=C2c3ccccc3C(=O)N21 (stereo not given),i,i,i,i,i,i,i,i,i,i,i
Cc1ccc(C(=O)N/N=C\c2c(C)nn(-c3ccccc3)c2Cl)cn1,i,i,i,i,i,i,i,i,i,i,i
CCOC(=O)CN(Cc1sccc1C)C(=O)Nc1ccc(OCC)cc1,i,i,i,i,i,i,i,i,i,i,i
CCOc1ccc(NC(=O)CCNC(=O)Cn2cnc3ccccc3c2=O)cc1,i,i,i,i,i,i,i,i,i,i,i
CCCCNC(=O)Cn1c(=O)oc2cc(S(=O)(=O)N3CC(C)CC(C)C3)ccc21 (stereo not given),i,i,i,i,i,i,i,i,i,i,i
O=C(NCc1ccccn1)C(=O)N/N=C/c1ccccc1O,i,i,i,i,i,i,i,i,i,i,i
O=[N+]([O-])c1cccc(S(=O)(=O)NCCCn2ccnc2)c1,i,i,i,i,i,i,i,i,i,i,i
Cn1c(N)c(C(=O)COC(=O)C2CCN(S(=O)(=O)c3cccs3)CC2)c(=O)n(C)c1=O,i,i,i,i,i,i,i,i,i,i,i
Cc1c(NC(=S)NC(=O)COc2ccccc2)c(=O)n(-c2ccccc2)n1C,i,i,i,i,i,i,i,i,i,i,i
CCC(Sc1nc(N)cc(N)n1)C(=O)O (stereo not given),i,i,i,i,i,i,i,i,i,i,i
Cc1ccc2nc(NC(=O)C3CSC4(C)CCC(=O)N34)sc2c1 (stereo not given),i,i,i,i,i,i,i,i,i,i,i
O=C(O)CC1S/C(=N/N=C/c2ccc(Br)cc2)N(c2ccccc2)C1=O (stereo not given),i,i,nt,nt,i,i,i,i,nt,i,nt
CC(=O)Nc1cccc(NS(=O)(=O)Cc2ccc(Cl)cc2)c1,i,i,i,i,i,i,i,i,i,i,i
CSc1ncccc1C(=O)Nc1ccc(OC(F)(F)F)cc1,i,i,i,i,i,i,i,i,i,i,i
O=C1c2ccccc2C(=O)c2c1ccc1c(=O)n(-c3ccccc3)[nH]c21,i,i,i,i,i,i,i,i,i,i,i
CCOC(=O)C1CCCN(CC(=O)Nc2c(C(=O)OC)[nH]c3ccccc23)C1 (stereo not given),i,i,i,i,i,i,i,i,i,i,i
O=C(c1ccc2c(c1)OCO2)N1CCN(C(=O)c2ccco2)CC1,i,i,i,i,i,i,i,i,i,i,i
CCOc1cccc2cc(-c3nnc(NCc4ccc5c(c4)OCO5)s3)c(=O)oc12,i,i,i,i,i,i,i,i,i,i,i
COc1ccc(CNC(=O)C(OC(=O)c2nsc(Cl)c2Cl)C(C)C)cc1 (stereo not given),i,i,i,i,i,i,i,i,i,i,i
CCN(CC(=O)NCc1ccc2c(c1)OCO2)S(=O)(=O)c1ccc(F)cc1,i,i,i,i,i,i,i,i,i,i,i
COc1ccc(/C=N/OCc2ccccc2C#N)c(OC)c1,i,i,i,i,i,i,i,i,i,i,i
COc1ccccc1CC(=O)NC(=O)c1ccccc1O,i,i,i,i,i,i,i,i,i,i,i
CCC1(C)Cc2ccccc2-c2nc3n(c(=O)c21)CCS3 (stereo not given),i,i,i,i,i,i,i,i,i,i,i
S=C(NCCc1ccccc1)Nc1ccc(Br)cc1,i,i,i,i,i,i,i,i,i,i,i
CC1CCCC(C)N1C(=O)CSc1nnc(-c2cccs2)o1 (stereo not given),i,i,i,i,i,i,i,i,i,i,i
Cc1cccc(C)c1NC(=O)N1C2CCC1CC(O)(c1cccnc1)C2 (stereo not given),i,i,i,i,i,i,i,i,i,i,i
Cc1nc2sc(C(c3ccc(C(C)C)cc3)N3CCN(CCO)CC3)c(O)n2n1 (stereo not given),i,i,i,i,i,i,i,i,i,i,i
CCOc1ccccc1C(=O)N(C)Cc1cc2ccccc2[nH]c1=O,i,i,i,i,i,i,i,i,i,i,i
COc1ccc(-n2c(-c3ccccc3)c[n+]3c2CCC3)cc1,i,i,i,i,i,i,-5.42*,i,i,i,i
CCOc1ccc(Br)cc1-c1noc(-c2cccs2)n1,i,i,i,i,i,i,i,i,i,i,i
COc1cccc(NS(=O)(=O)c2ccc(-c3coc(C)n3)cc2)c1,i,i,i,i,i,i,i,i,i,i,i
CCCOc1cccc(C(=O)NC(=S)Nc2ccc(N3CCN(C)CC3)cc2)c1,i,i,i,i,i,i,i,i,i,i,i
CC(C)C(=O)NC(=S)Nc1ccccc1F,i,i,i,i,i,i,i,i,i,i,i
CCCN1CC(O)=C(C#N)C1=O,i,i,i,i,i,i,i,i,i,i,i
Cc1cc(C(=O)N/N=C2\CC(=O)c3ccccc32)c(C)n1-c1ccc(F)cc1,i,i,i,i,i,i,i,i,i,i,i
Nc1cc(=O)[nH]c(SCC(=O)NNC(=O)c2ccccc2)n1,i,i,i,i,i,i,i,i,i,i,i
COCCn1nnnc1CN1CCC(Cc2ccccc2)CC1,nt,i,i,i,i,i,i,i,i,i,i
CSc1nc2ccc3nc(NC(=O)c4ccc(Cl)s4)sc3c2s1,i,i,i,i,i,i,i,i,i,i,i
Cc1cccc(C)c1NC(=S)NC1CCCCC1,i,i,i,i,i,i,i,i,i,i,i
COC(=O)c1cn(Cc2c(C)cc(C)cc2C)nn1,i,i,i,i,i,i,i,i,i,i,i
Cc1ccc(Cl)cc1NC(=O)c1cccc(OC(F)F)c1,i,i,-4.69*,i,i,i,i,i,i,i,i
CCCn1nnc(NCc2ccc(OCc3cccs3)c(OC)c2)n1,i,i,i,i,i,i,i,i,i,i,i
Cc1ccc(C)c(CN2C(=O)CSc3ccc(C(=O)NCC(C)CN4CCC(C)CC4)cc32)c1 (stereo not given),i,i,i,i,i,i,i,i,i,i,i
COc1ccc(N(C(=O)CS(=O)CC(=O)Nc2ccc(F)cc2)C(C(=O)NC2CCCCC2)c2cccs2)cc1 (stereo not given),i,i,i,i,i,i,i,i,i,i,i
CC(C(=O)NCc1ccc(F)cc1)n1ccc2cc(S(=O)(=O)N3CCCC3)ccc21 (stereo not given),i,i,i,i,i,i,i,i,i,i,i
C=CCn1c(SCC(=O)c2ccc(CNC(C)=O)o2)nc2ccccc2c1=O,i,i,i,i,i,i,i,i,i,i,i
O=C1/C(=C/c2cccc([N+](=O)[O-])c2)CCc2ccccc21,i,i,-5.85*,i,i,i,i,i,i,i,i
# Next results.
SMILES,ANO1 activ,TRPC4 inh,MrgX1 antag,ANO1 block,RGS4 block,TRPC4 potent,TRPC6 inhibitor,TRPC6 activator,MrgX1 ag,TRPC4 act,MrgX1 allo act
CC(=O)Nc1ccc(C(=O)n2cnc3cc(C)c(C)cc32)cc1,i,i,i,i,i,i,i,i,i,i,i
COc1ccc([N+](=O)[O-])cc1NC(=O)CN(C)S(=O)(=O)c1ccccc1,i,i,i,i,i,i,i,i,i,i,i
CCCc1nnc(NC(=O)CCC(=O)NC2CCCCCC2)s1,i,i,i,i,i,i,i,i,i,i,i
C=CCSc1nc(N)c(C(=O)Nc2ccccc2C)cc1C(N)=O,i,i,i,i,i,i,i,i,i,i,i
CCOc1ccc(N(CC(=O)NCC2CCCO2)C(=O)CCC(=O)Nc2ccccn2)cc1 (stereo not given),i,i,i,i,i,i,i,i,i,i,i
O=C(O)C1CCCN(S(=O)(=O)Cc2ccccc2)C1 (stereo not given),i,i,i,i,i,i,i,i,i,i,i
CC1=NN(c2ccc(C(=O)O)c(N)c2)C(=O)C1,i,i,i,i,i,i,i,i,i,i,i
CCOC(=O)Cc1csc(N/N=C/c2cccc([N+](=O)[O-])c2)n1,i,i,i,i,i,i,i,i,i,i,i
COC(=O)c1ccccc1NC(=O)c1cccc(NC(=O)c2ccc(Br)o2)c1C,i,i,i,i,i,i,i,i,i,i,i
Cc1ccc(Cn2cc(CCC(=O)O)c3ccccc32)cc1,i,i,i,i,i,i,i,i,i,i,i
Cc1ccc(C)c(S(=O)(=O)N2CC(=O)N(CCc3ccccc3)C(=O)C2)c1,i,i,i,i,i,i,i,i,i,i,i
O=C(CCc1nc(-c2ccccc2)no1)NCc1cccnc1,i,i,i,i,i,i,i,i,i,i,i
COc1cc(OC)cc(-c2cc(NC(C)=O)n[nH]2)c1,i,i,i,i,i,i,i,i,i,i,i
Cc1cccc(C)c1NC(=O)CS(=O)CC(=O)Nc1ccc(N2CCOCC2)cc1 (stereo not given),i,i,i,i,i,i,i,i,i,i,i
CCOC(=O)C(NC(=O)c1cccc(Cl)c1)(OCc1ccc(F)cc1)C(F)(F)F (stereo not given),i,i,i,i,i,i,i,i,i,i,i
Cc1c(Cl)ccc2c(C(=O)O)cc(-c3ccccc3)nc12,i,i,i,i,5.77*,i,i,i,i,i,i
